Bioassay records from PubChem BioAssay.
NPSR antagonist: blocks cAMP signaling of the human neuropeptide S receptor. Q6W5P4. AID 1461. CHO-NPSR cells, cAMP TR-FRET, antagonist mode. hit rate 1% among 220,000. Potency, µM (series often up to 38.3 µM), for the others: at the highest dose activity change, negative = inhibition, usual class: inhibitors; further: on the % scale 0 is the no-effect control and ±100 the full control effect; nearly all actives have a fitted effect of over 50% in size; many of its hits are not listed in these tables
KinaseGlo FLuc: Kinase-Glo luciferase inhibition (counter-screen). Q27757. Kinase-Glo luciferase, ATP luminescence, 8 min. Potency, µM (highest dose often 38.3 µM), without a hit: at the highest dose activity change, negative = inhibition, actives largely listed as inhibitors. hit rate 0.28% among 200,000. AID 1379; further: on the % scale 0 is the no-effect control and ±100 the full control effect; nearly all actives have a fitted effect of over 60% in size
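Compound is pinned into ATP-containing buffer (10 uM ATP, imidazole pH 7.2, 7 mM MgCl2). Kinase-Glo luciferase reagent is then added. Light output is recorded following an 8-min room-temperature incubation.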
SMN2 splice enh: increases expression of the SMN2 splice variant; Potency, µM (highest dose often 46.1 µM), for inactives: at the highest dose activity change, positive = activation, hits mostly activators; hit rate 2.8% among 210,000; HEK293 SMN2-luciferase splicing reporter, luminescence, 30-36 h; further: % of control where 0% means no effect; nearly all actives have a fitted effect of over 55% in size
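qHTS luciferase splicing reporter: luminescence rises when SMN2 exon 7 is included in transfected HEK293 cells. Compound exposure lasted 30-36 h at 37C, with 4.5 mM final sodium butyrate as control, followed by a ONE-Glo read.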
IMPase Li cell: cell-permeable IMPase inhibitors with lithium potentiation; CHO-M1 cells, IP1 TR-FRET (IP-One), carbachol + lithium; Potency, µM (titrated, usually from 59.4 µM), for the others: at the highest dose activity, negative = IMPase inhibition, usual class: inhibitors; hit rate 0.35% among 210,000; AID 1457;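 further: IP1 builds up when IMPase is blocked and the TR-FRET signal falls; plate controls were basal vehicle for no effect and high inhibitor control for full effect; nearly all actives have a fitted effect of over 50% in size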
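IP1 accumulation measured by competitive TR-FRET in lysed CHO-M1 cells after 30 min compound exposure at 37C, with a small lithium addition to potentiate weak responses. Hill-equation AC50 from ratio and donor-channel data.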
GoLoco inh red: blocks human Gai1 binding to RGS12 GoLoco peptide, red readout | P63096 | Gai1:RGS12 GoLoco peptide FP, rhodamine, 10 min | Potency, µM (titrated, usually from 61.6 µM), without a hit: at the highest dose activity, negative = inhibition, usual class: inhibitors | hit rate 0.44% among 230,000; active means well fitted inhibition curve with a large enough effect, not every such curve was filed as active; inactive means no such curve, though single readings can be large or run the other way; further: on the % scale 0 is the no-effect control and ±100 the full control effect; nearly all actives have a fitted effect of over 30% in size; many of its hits are not listed in these tables
Target sequence (P63096 whole entry, looked up): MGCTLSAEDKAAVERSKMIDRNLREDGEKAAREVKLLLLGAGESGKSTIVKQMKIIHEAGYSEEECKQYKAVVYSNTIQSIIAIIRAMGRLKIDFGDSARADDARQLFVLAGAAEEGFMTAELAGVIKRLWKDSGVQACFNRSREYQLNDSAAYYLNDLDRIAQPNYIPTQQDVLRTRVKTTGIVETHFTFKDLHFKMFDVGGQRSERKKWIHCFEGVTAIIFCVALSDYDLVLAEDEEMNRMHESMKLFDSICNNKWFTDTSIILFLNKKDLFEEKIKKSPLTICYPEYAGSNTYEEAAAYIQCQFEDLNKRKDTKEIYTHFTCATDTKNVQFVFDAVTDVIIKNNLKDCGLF
Epigenetic reg: epigenetic control regulation, reporter derepression; murine LDR cells, GFP reporter derepression, 30 h; Potency, µM (top dose mostly 53.9 µM), for the others: at the highest dose GFP activation, actives largely listed as activators; hit rate 0.2% among 280,000; AID 1865; further: % of control where 0% means no effect; nearly all actives have a fitted effect of over 60% in size
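In this reporter-derepression format, murine cells bearing a silenced integrated CMV-GFP locus incubate with test compound (30 h, 37 C), then are washed and imaged; fluorescent objects of 20–120 um count as induced cells.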
KDM4E inh: JMJD2E (human) inhibition | AID 2147 | Potency, µM (top dose mostly 57.1 µM), for the others: top-dose activity change, negative = inhibition, usual class: inhibitors | B2RXH2 | hit rate 1.6% among 230,000 | JMJD2E catalytic domain, FDH-coupled NADH fluorescence (FDH is formaldehyde dehydrogenase); active means well fitted inhibition curve with a large enough effect, not every such curve was filed as active; inconclusive means small, poorly fitted or top-dose-only effect, or another doubt; inactive means no such curve, though single readings can be large or run the other way;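 further: 0% = wells with enzyme and -100% = buffer wells without enzyme; nearly all actives have a fitted effect of over 50% in size; many of its hits are not listed in these tables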
RECQ1 inh: blocks DNA unwinding by human RECQ1 | P46063 | RECQ1 DNA unwinding, red fluorescence kinetic read | Potency, µM (series often up to 57.3 µM), for inactives: at the top dose activity, negative = inhibition, usual class: inhibitors | hit rate 0.54% among 240,000;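 further: plate controls were vehicle for no effect and no enzyme for full effect; nearly all actives have a fitted effect of over 30% in size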
Target sequence (P46063 whole entry, looked up): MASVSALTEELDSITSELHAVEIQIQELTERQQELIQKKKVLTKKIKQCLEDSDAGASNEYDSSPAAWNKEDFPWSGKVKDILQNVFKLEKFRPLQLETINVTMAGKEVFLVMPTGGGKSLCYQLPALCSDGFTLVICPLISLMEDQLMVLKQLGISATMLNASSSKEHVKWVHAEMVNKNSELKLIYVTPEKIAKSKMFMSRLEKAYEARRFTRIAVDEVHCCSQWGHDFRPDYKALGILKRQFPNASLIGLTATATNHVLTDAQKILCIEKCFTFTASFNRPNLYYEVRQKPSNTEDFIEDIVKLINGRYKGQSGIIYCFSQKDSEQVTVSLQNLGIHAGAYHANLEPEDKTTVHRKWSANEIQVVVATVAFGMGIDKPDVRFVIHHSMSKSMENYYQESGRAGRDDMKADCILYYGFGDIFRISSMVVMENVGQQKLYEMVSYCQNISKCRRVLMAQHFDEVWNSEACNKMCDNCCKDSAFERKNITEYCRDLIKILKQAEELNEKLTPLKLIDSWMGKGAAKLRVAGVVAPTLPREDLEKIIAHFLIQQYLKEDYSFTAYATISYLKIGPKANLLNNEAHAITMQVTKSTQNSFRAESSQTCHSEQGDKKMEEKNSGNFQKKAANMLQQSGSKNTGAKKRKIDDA
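RECQ1T1 50 nM; forked duplex (20 bp + 30-nt ss tails) 200 nM, ATP 2 mM final; pH 8.0, 2 mM MgCl2, 2.5 ug/ml poly(dI-dC); 15 min compound preincubation; discontinuous kinetic read over 2 h at RT.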
Active calls of the source: *; i = inactive; ? = inconclusive; nt = no result given; & = joins results of further samples; [ ] = dose if it differs, or a comment. Unless noted, the call rests on the fitted dose curve; in most records, active means well fitted curve in the direction sought with a large enough effect; inconclusive means small, poorly fitted or top-dose-only effect, or another doubt; inactive means no such curve, though single readings can be large; an effect the other way counts as inactive or inconclusive. Potency means the concentration at half of the fitted maximal effect. A portion of the library; count on the stated rates, not on these rows.

Molecule | NPSR antagonist | KinaseGlo FLuc | SMN2 splice enh | IMPase Li cell | GoLoco inh red | Epigenetic reg | KDM4E inh | RECQ1 inh
CCN(CC)S(=O)(=O)c1cccc(C(=O)OCC(=O)N2CC(=O)Nc3ccccc32)c1 | -18%[46.1 µM] | -3% | -18% | -3%[38.3 µM] | 7% | 0.0% | -6% | 6%
COc1ccc(NS(=O)(=O)c2cc(NC(=O)c3ccco3)ccc2N2CCCC2)cc1 | -38% | -1% | 17% | 15% | -6% | -1.0% | ? | -8%
Cc1ccccc1C(=O)Nc1nnc(-c2ccco2)o1 | 8% | -25% | nt | -9% | 18% | -1.4% | 5% | i
N#Cc1ccc(C(=O)Nc2nnc(-c3ccccn3)o2)cc1 | -9%[46.1 µM] | nt | nt | nt | nt | -2.0% | ? | -4%
Clc1cccc(CSc2ccc(-c3ccco3)nn2)c1 | -49% | -3% | 26% | 1% | -11% | 2.3% | -22% | -7%
CCCc1cc(-c2nc(N)ncc2-c2ccc3c(c2)OCCCO3)c(O)cc1OC | 3%[46.1 µM] | -1% | 4% | 44%[activator][38.3 µM] | 7% | -1.6% | -6% | -15%
Cc1ccccc1Cn1cc(NC(=O)c2cc3nc(-c4ccco4)cc(C(F)(F)F)n3n2)cn1 | -29%[46.1 µM] | 1% | -5% | ? | 45%[activator] | 5.3% | -3% | -4%
O=C(O)CSc1nc2ccccc2c(=O)[nH]1 | -15%[46.1 µM] | 0% | 2% | 16%[38.3 µM] | 1% | 0.0% | -6% | 5%
Cc1c(C(=O)OC(C)C(C)C[N+](C)(C)C)oc2ccccc12 (stereo unspecified) | -15%[46.1 µM] | 11% | 10% | 27%[38.3 µM] | 14µM* | -2.5% | -29% | -6%
CCOc1cc(C(=O)OCC(=O)Nc2c(C)cccc2C)ccc1OCC(=O)N1CCOCC1 | 12% | -3% | 15% | -1% | 14% | -1.3% | -4% | i
Cc1cccc(C)c1Nc1c(-c2ccc(N3CCOCC3)cc2)nc2cnccn12 | -33% | nt | nt | nt | 3% | -0.9% | ? | -6%
O=C(CC1SC(=O)N(c2ccccc2)C1=O)Nc1ccc(Cl)cc1 (stereo unspecified) | -1%[7.67 µM] | nt | nt | nt | -34% | -0.3% | 7% | -17%
CCS(=O)(=O)N1CCN(Cc2ccncc2)CC1 | 12%[46.1 µM] | -4% | 6% | -1%[38.3 µM] | -1% | 0.0% | ? | -8%
O=C(COC(=O)c1ccc(=O)[nH]c1)Nc1cccc(S(=O)(=O)N2CCOCC2)c1 | -33% | nt | nt | nt | -2% | -0.3% | 6% | 3%
COC(=O)c1cc(NS(=O)(=O)c2ccc(N3CCCCC3)c([N+](=O)[O-])c2)cc(C(=O)OC)c1 | -21%[46.1 µM] | -6% | 7% | 3%[38.3 µM] | -3% | 1.4% | -3% | -14%
COc1cc(OC)cc(-c2sc3ccccc3c(=O)c2I)c1 | nt | 5%[39.9 µM] | nt | 1% | 12% | 1.6% | nt | i
CCOC(=O)c1c(NC(=O)C2C3CCC(O3)C2C(=O)O)sc2c1CCC(CC)C2 (stereo unspecified) | -30% | 1% | 9% | 2% | 8% | -1.3% | -26% | i
CC(=O)c1c(C)[nH]c(C(=O)Nc2nc(-c3ccc(Cl)cc3)cs2)c1C | -6% | 0% | -45%[inhibitor] | 24% | 13% | 4.5% | -3% | 13%
O=C(CSc1nnc(-c2cccs2)o1)NCC1CN(Cc2ccccc2)CCO1 (stereo unspecified) | -8%[46.1 µM] | 2% | 2% | 31%[38.3 µM] | 12% | 1.1% | -5% | -4%
COC(=O)c1c(NC(=O)C(C)(C)C)sc2c1C(C(=O)OC)CC2 (stereo unspecified) | -14%[46.1 µM] | -4% | -25% | -3%[38.3 µM] | -11% | -0.1% | 0% | -4%
COc1ccc(NS(=O)(=O)c2cc(NC(=O)/C=C/c3ccccc3OC)ccc2N2CCCCC2)cc1 | 13% | -1% | 12% | 1% | -4% | 2.2% | ? | -5%
Cc1ccsc1CNn1cnnc1SCc1ccccc1F | -7%[46.1 µM] | 2% | -6% | 2%[38.3 µM] | 2% | 1.7% | 1% | -5%
Cc1cccc(NC(=O)CSc2nnnn2C)n1 | 9%[46.1 µM] | -1% | 6% | -15%[38.3 µM] | 4% | -1.1% | 5% | -5%
O=C(COc1ccccc1)N/N=C/c1ccc(O[C@@H]2O[C@H](CO)[C@@H](O)[C@H](O)[C@H]2O)cc1 | 19% | -1% | 4% | 4% | 4% | 0.3% | -12% | 2%
Cn1c2ccccc2c2nnc(SC3CCOC3=O)nc21 (stereo unspecified) | 3%[46.1 µM] | -5% | 4% | 15%[38.3 µM] | 3% | -0.7% | 4% | -4%
CC(C)(O)C#Cc1ccc(CN2CCN(C3CCCC3)C(CCO)C2)cc1 (stereo unspecified) | -14% | -3% | nt | 36%[activator] | 9% | 4.1% | 12% | 0%
COc1cccc([C@@H]2Oc3ccc(OC)cc3C(=O)[C@H]2OC(=O)NC2CCCC2)c1 | nt | -1% | 4% | 6% | -5% | -1.1% | ? | i
COc1ccc(-c2cc(C(F)(F)F)n3nc(C(=O)N4CCCCC4)cc3n2)cc1OC | 3%[46.1 µM] | -1% | -26% | -5%[38.3 µM] | 0% | 1.7% | ? | -1%
Cc1ccc(S(=O)(=O)N2CCC(=O)N(C(COCc3ccc(Cl)cc3)C(C)C)CC2)cc1 (stereo unspecified) | -27% | -1% | -71%[inhibitor] | 17% | 3% | 0.3% | -6% | -10%
CC(C)NC(=O)c1noc2cc([N+](=O)[O-])ccc12 | 2%[46.1 µM] | -6% | 15% | 3%[38.3 µM] | 1% | -1.3% | 15% | -7%
O=c1cc(NCC2CCCO2)[nH]c(=O)n1-c1ccc(Cl)cc1 (stereo unspecified) | 0% | 2% | 11% | 5% | -7% | -1.0% | -5% | -5%
CCCS(=O)(=O)N1CCC(C(=O)N2CCOCC2)CC1 | 0%[46.1 µM] | nt | nt | nt | nt | -1.9% | -27% | -5%
Cc1nc(NC(=O)c2ccc(Br)o2)sc1C | -10%[46.1 µM] | ? | ? | 3%[38.3 µM] | 0% | 0.6% | -2% | -11%
CC(C)CCc1noc(CN2CCC(CCN3CCCC3=O)CC2)n1 | 6% | -3% | nt | 8% | 9% | 2.6% | 11% | -6%
NNC(=O)c1cn2ccccc2n1 | -13%[46.1 µM] | -6% | 2% | -23%[38.3 µM] | -2% | 0.0% | 1% | -8%
Cc1oc2ccc(O)c(CN3CCOCC3)c2c1C(=O)c1ccc(Cl)cc1 | -30%[46.1 µM] | -3% | -20% | 24%[38.3 µM] | 3% | -1.9% | 1% | -7%
Nc1nnnn1/N=C\c1ccc(Cl)c([N+](=O)[O-])c1 | -5%[46.1 µM] | 1% | -1% | 2%[38.3 µM] | 10% | 0.0% | 1% | -2%
Cc1ccc2nc(-c3ccc(NC(=O)CN(c4ccccc4C)S(C)(=O)=O)cc3)sc2c1 | -13%[46.1 µM] | 4% | 11µM* | -15% | 21% | -0.9% | ? | -2%
COc1ccc(OCCn2cncn2)cc1 | -5%[46.1 µM] | 3% | ? | -2%[38.3 µM] | 3% | -6.0% | -6% | -3%
Oc1c(Br)cc(C=Nc2ccc3nc(-c4ccccc4)[nH]c3c2)c(O)c1Br | 10µM* | nt | nt | ? | 63%[activator] | -0.9% | 4% | -10%
CCCCNC(=S)NCCN1CCCCC1 | 12%[46.1 µM] | 0% | 11% | 5% | 0% | 4.7% | -6% | -14%
COc1ccc(N(CC(=O)Nc2cccc(N(C)S(C)(=O)=O)c2)S(=O)(=O)c2ccc(C)cc2)cc1 | 23% | 1% | nt | 9% | -4% | 0.5% | -7% | i
O=C1CCC2=C(CCCC2=O)N1 | -11% | 0% | nt | 11% | 7% | 3.0% | 8% | -9%
COc1ccc(CN2CCN(C(C)C)C(CCO)C2)cc1Cn1cncn1 (stereo unspecified) | -20% | 0% | nt | 6% | -9% | 3.5% | 3% | -8%
CCOC(=O)CC1C(=O)NCCN1C(=O)Nc1ccccc1 (stereo unspecified) | 1%[46.1 µM] | 0% | -2% | 10%[38.3 µM] | -2% | -0.8% | 3% | -7%
CN(C)S(=O)(=O)c1ccc(NC(=O)c2cc3ccccc3o2)cc1 | -18%[46.1 µM] | -6% | 0% | -6%[38.3 µM] | -2% | -2.2% | -1% | -5%
COc1c(Cl)cc(-c2noc(C)c2C(=O)NC(C)C)cc1Cl | 6% | 2% | -6% | 5% | -6% | -3.1% | -4% | i
CC1(C)C(O)=C(c2nc3ccccc3[nH]2)C(=N)N1c1ccccc1 | -4%[46.1 µM] | -1% | 6% | -7%[38.3 µM] | 7% | -1.1% | nt | -12%
N#Cc1c(N)nc2c(c1-c1ccncc1)CCCC2 | -8%[46.1 µM] | -3% | -18% | -5%[38.3 µM] | -2% | -1.8% | ? | -6%
NCCOB(c1ccccc1)c1ccccc1 | nt | -5%&-12%&-7% | -25%&-2% | 29%&21%&14% | 0%&3%&10% | 2.3%&1.3%&1.4% | -10%&9% | -20%&-11%
N#C/C(=C\c1ccc(-c2cccc([N+](=O)[O-])c2)o1)C(=O)N1CCOCC1 | 31% | -3% | nt | 14% | 11% | 0.1% | -19% | 5%
COCCn1c(-c2ccc(OC)cc2)cnc1N | -7%[46.1 µM] | -1% | -13% | -4%[38.3 µM] | 4% | -0.3% | -1% | 11%
CCOc1ccccc1NC(=S)Nc1ccc(S(N)(=O)=O)cc1 | 3% | -6% | nt | 6% | -8% | 2.3% | -7% | -6%
CCc1ccccc1NC(=O)NC1CC2CCC(C1)N2Cc1cccs1 (stereo unspecified) | -6%[46.1 µM] | -1% | 7% | 20%[38.3 µM] | 4% | -2.0% | 6% | -9%
Cc1ccc(CNC(=O)/C(C#N)=C/c2ccc(C)s2)cc1 | -16%[46.1 µM] | -7% | -9% | 7%[38.3 µM] | -7% | 1.1% | 23% | -7%
O=C(Nc1ccccc1)C1CC(=O)n2c(nc3ccccc32)N1 (stereo unspecified) | 4% | nt | nt | nt | 1% | -3.1% | 10% | -3%
CC(=O)NCCc1nc2ccccc2n1Cc1ccc(Cl)cc1 | 2% | -1% | nt | 5% | 8% | -8.7% | 3% | 1%
Cc1cc(NC(=O)CSc2nc3ccccc3[nH]2)n(-c2ccccc2)n1 | 19% | nt | nt | nt | 2% | -1.0% | 5% | i
CCCN1CCN(C(=O)C2CCN(S(=O)(=O)c3ccc4c(c3)oc(=O)n4C)CC2)CC1 | 3%[46.1 µM] | -1% | 3% | 12%[38.3 µM] | 0% | -0.8% | -1% | -18%
